TNAP act hiacc – activators of human TNAP at high phosphate acceptor concentration. P05186. purified TNAP, CDP-star luminescence, 1 M DEA, 30 min; hits give high values; 0 = EDTA background, 1 = DMSO-only activity. activation factor at 20 µM. 200,000 tested, under 10 active. AID 1136;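 active = activation factor at least 2 at 20 µM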
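Dosing: 20 µM single point. System: human TNAP. Amount: TNAP 1/800 final. Incubation: 30 min, room temperature. Read-out: TNAP activation factor scaled between EDTA and DMSO control wells. Signal: luminescence from CDP-star hydrolysis. Medium: 1 M DEA, pH 9.8, Mg2+, Zn2+. Control set: EDTA negative control, DMSO positive control.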
PPARg SRC3 recr – agonists of human PPARgamma SRC-3 coactivator recruitment; P37231; biochemical PPARgamma/SRC-3 coactivator recruitment assay; activation, % at 8 µM; hit rate 0.26% among 200,000; in the data active = activation above about 23%;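 note: 0% = DMSO and 100% = reference agonist; some compounds past the cut are filed as inactive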
Target sequence (P37231 whole entry, looked up): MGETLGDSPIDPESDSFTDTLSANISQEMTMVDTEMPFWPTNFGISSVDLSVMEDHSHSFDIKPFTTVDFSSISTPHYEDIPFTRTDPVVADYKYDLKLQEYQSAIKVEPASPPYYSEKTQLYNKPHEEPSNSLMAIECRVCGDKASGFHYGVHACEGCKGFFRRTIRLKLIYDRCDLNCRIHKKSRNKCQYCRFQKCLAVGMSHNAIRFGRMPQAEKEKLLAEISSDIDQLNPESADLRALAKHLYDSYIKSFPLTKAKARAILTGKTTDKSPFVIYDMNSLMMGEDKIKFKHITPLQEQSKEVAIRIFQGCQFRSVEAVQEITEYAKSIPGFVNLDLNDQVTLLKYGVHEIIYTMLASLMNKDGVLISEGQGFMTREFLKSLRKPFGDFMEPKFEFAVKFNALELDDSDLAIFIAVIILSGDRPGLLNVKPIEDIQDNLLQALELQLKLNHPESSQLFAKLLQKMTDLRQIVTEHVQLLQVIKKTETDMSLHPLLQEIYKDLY
STAT3 activator – activators of IL-6 induced STAT3 signaling; U3A cells, IL-6 STAT3-luciferase reporter, luminescence; 100% = signal with IL-6 EC80 alone; activation (% of control), % at 5.6 µM; hit rate 0.91% among 190,000; AID 871;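 active = activation above the screen-wide mean of compound activation plus 3 SD, cut at about 130% in these data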;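 note: 0% = background luminescence of wells with medium and substrate only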
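Material: human U3A cells carrying STAT3-luciferase construct. Measured by: reporter luminescence signal. Timing: compound 1 h, then IL-6 6 h at 37 °C.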
ROMK mod – modulates human ROMK potassium channel activity; P48048; Tet-inducible ROMK, thallium flux fluorescence; actives lie on both sides; B-score at 10 µM; hit rate 2% among 130,000;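 active = signal ratio slope over the read window, or its plate-corrected B-score, at least 3 SD from the plate mean, either direction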;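 note: B-score of the F/F0 ratio slope over 7 to 12 s after thallium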
Target sequence (P48048 whole entry, looked up): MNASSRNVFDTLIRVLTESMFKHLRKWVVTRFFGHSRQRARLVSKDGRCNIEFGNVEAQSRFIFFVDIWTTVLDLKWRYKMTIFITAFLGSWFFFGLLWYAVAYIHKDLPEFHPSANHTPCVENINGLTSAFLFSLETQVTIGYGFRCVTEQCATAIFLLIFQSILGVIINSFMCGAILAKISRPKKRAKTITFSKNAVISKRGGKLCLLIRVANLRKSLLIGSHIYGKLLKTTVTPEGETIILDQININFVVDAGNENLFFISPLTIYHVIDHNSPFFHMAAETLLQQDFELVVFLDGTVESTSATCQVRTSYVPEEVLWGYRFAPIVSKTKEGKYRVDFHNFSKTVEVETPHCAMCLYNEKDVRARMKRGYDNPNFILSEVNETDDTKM
bIAP inh – intestinal alkaline phosphatase (bovine) inhibition. purified bovine IAP, CDP-star luminescence, 30 min. inhibition, % at 20 µM. 190,000 tested, under 10 active. AID 1019;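 active = over 50% inhibition of intestinal alkaline phosphatase at 20 µM in the single-dose screen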
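Incubation: 30 min reaction at room temperature / Material: purified bovine intestinal alkaline phosphatase (IAP) enzyme / Input: enzyme at 1/65,000,000 dilution / Dosing: 20 µM single dose / Signal: CDP-star luminescence signal / Reagent: CDP-star chemiluminescent phosphatase substrate, 30 µM final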
PPARg SRC-2 ag – agonists of SRC-2 recruitment by human PPARgamma. hit rate 0.34% among 200,000. PPARgamma LBD-SRC-2 recruitment, biochemical. P37231. activation, % at 8 µM; in the data active = activation above about 22%;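 note: 0% = vehicle and 100% = reference agonist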
STAT3 inh – reduces IL-6 driven STAT3 reporter signal | U3A cells, IL-6 STAT3-luciferase reporter, luminescence; host cell line lacks STAT1 | inhibition, % at 5.5 µM | hit rate 0.89% among 190,000;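 active = inhibition above the mean inhibition across all screened compounds plus 3 SD, cut at about 44% in these data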;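 note: 0% = DMSO only wells and 100% = 100 µM nifuroxazide control wells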
PPARg SRC-1 ag – agonists of human PPARgamma SRC-1 coactivator recruitment; P37231; activation, % at 8 µM; hit rate 0.41% among 200,000; PPARgamma-SRC-1 coactivator recruitment biochemical assay; in the data active = activation above about 19%;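 note: 0% = DMSO and 100% = reference agonist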
STAT1 blocker – reduces IFN-gamma driven STAT1 reporter signal | NIH 3T3 STAT1-luciferase reporter, luminescence | inhibition, % at 5.5 µM | hit rate 0.35% among 200,000 | AID 920;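 active = inhibition above a set limit, the mean inhibition across all tested compounds plus 3 SD, cut at about 34% in these data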;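 note: 0% = IFN-gamma with DMSO and 100% = IFN-gamma with 300 µM nifuroxazide; values of inactives mirror those of a sister screen read the other way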
bIAP act – increases bovine intestinal alkaline phosphatase activity. purified bovine IAP, CDP-star luminescence, 30 min; hits give high values; fold of DMSO-control signal, blank-subtracted. activation factor at 20 µM. hit rate 0.17% among 200,000;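 active = activation factor of 2 or more at 20 µM, a signal rise over negative controls twice the positive control's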
SRC2 TRFRET art – flags TR-FRET format artefacts in PPARgamma SRC-2 recruitment agonist screen | TR-FRET artefact counter-screen; hits give high values | TR-FRET ratio at 8 µM | hit rate 0.4% among 200,000 | AID 1049; in the data active = TR-FRET ratio above about 2000; note: inactives centre near 1500
Active calls of the source: *; . = no result given. No enrichment for hits; 3.7% or so of the library scored in one or more.

SMILES	TNAP act hiacc	PPARg SRC3 recr	STAT3 activator	ROMK mod	bIAP inh	PPARg SRC-2 ag	STAT3 inh	PPARg SRC-1 ag	STAT1 blocker	bIAP act	SRC2 TRFRET art
CCOCCCNCC(=O)NC1(C)C2CCC(C2)C1(C)C (stereo unspecified)	1	-8.1	107.3	-0.971	-1.9	-2.4	-10.6	-4.6	7.4	1	1274
COc1cccc(/C=N/NC(=O)C(C)n2nc(C)c([N+](=O)[O-])c2C)c1O (stereo unspecified)	1	4.2	104.4	.	1.0	7.6	-6.8	7.9	-14.4	1	1441
O=C(COc1ccccc1)N1CCN(C(=O)c2ccc([N+](=O)[O-])cc2)CC1	1	-2.7	97.5	0	0.2	3.0	4.6	9.6	-2.4	1	1640
CC(=O)c1ccc(-c2ccc(Cn3c(C)nc4cc(N)c(C)nc43)cc2)cc1	1	3.1	98.5	-0.714	-0.5	-1.0	10.0	4.2	13.4	1	1671
COc1ccc(C2(c3ccc(OC(C)=O)cc3OC(C)=O)CC(c3ccccc3)NC(=S)N2)cc1 (stereo unspecified)	1	10.6	92.0	-0.193	-1.2	3.6	19.6	0.1	5.4	1	1659
Cc1ccc2[nH]c3c(c2c1)CN(C(=O)CN1CCCc2ccccc21)CC3	1	-1.5	133.2*	-2.24	-8.8	7.0	-34.7	9.7	-0.6	1.1	1547
O=C(COC(=O)c1ccccn1)Nc1ccc2c(c1)OCO2	1	-0.9	110.5	-1.54	-8.4	-3.9	-7.3	2.4	-5.8	1.1	1630
CC1CCCCN1Cc1ccc(-c2nnn(CC(=O)NC3CCCCC3)n2)cc1 (stereo unspecified)	1	-0.5	109.2	.	-0.5	1.6	-7.8	-3.5	-2.9	1	1585
CCc1ccccc1N(CC(=O)O)S(C)(=O)=O	1	-2.6	102.4	.	5.8	11.2	1.2	-11.3	5.4	0.9	1466
CC(C)Oc1cccc(C(=O)C2CCCN(Cc3cnn(C(C)C)c3)C2)c1 (stereo unspecified)	1	-2.6	98.2	-0.539	-9.3	6.2	8.1	-1.0	12.3	1.1	1842
O=C(CCc1nc2ccccc2[nH]1)Nc1ccccc1F	1	3.8	.	.	-13.9	1.4	.	-9.8	-1.4	1.1	1434
COc1ccc(NC(C)C(=O)N/N=C/c2ccccc2OCc2cccc(Br)c2)cc1 (stereo unspecified)	1	36.7*	98.0	-0.73	0.2	7.6	6.1	22.4*	-8.8	1	1675
COc1ccc2c(-c3ccccc3)cc(SCC(=O)N(C)C3CCS(=O)(=O)C3)nc2c1 (stereo unspecified)	1.1	3.1	94.7	-0.206	9.7	16.1	9.9	6.3	10.4	0.9	1761
c1ccc(-c2noc(-c3ccncc3)n2)nc1	1.1	6.8	71.9	.	12.5	10.9	33.7	-2.8	-26.0	0.9	1461
COc1ccc(S(=O)(=O)N(CC(=O)NC(C)C)Cc2ccccc2)cc1	1	3.6	95.7	-0.312	1.4	5.3	10.8	8.3	-0.5	1	1550
CCOC(=O)c1ccc(N(C(=O)c2cnccn2)C(C(=O)NC2CCCCC2)c2cn(C)nc2C)cc1 (stereo unspecified)	1.1	5.7	99.8	.	5.9	2.3	7.1	0.0	-0.7	0.9	1302
COc1ccccc1-n1c(C)cc(C=O)c1C	1	13.1	103.2	.	12.8	13.1	-2.3	5.7	0.7	0.9	1745
CCCC1(C(=O)OC)NC(c2ccco2)C2C(=O)N(c3ccc(C)cc3)C(=O)C21 (stereo unspecified)	1	1.9	101.5	.	12.2	-5.5	2.4	5.6	4.8	0.9	1449
CCNc1nc(NCC)n2c(SC(C(=O)Nc3cc(Cl)cc(Cl)c3)c3ccccc3)nnc2n1 (stereo unspecified)	1	-2.2	104.4	.	-16.2	-1.8	-4.4	-6.2	-6.7	1.2	1300
O=C1CC(Sc2ncccc2C(=O)O)C(=O)N1 (stereo unspecified)	1	3.3	107.3	0.00972	-18.5	12.8	-4.8	1.8	-2.4	1.2	1399
Brc1ccc(-c2nc(-c3cccnc3)no2)o1	1.1	7.0	91.8	.	6.4	3.2	13.2	-5.7	-34.6	0.9	1551
Cc1cc[n+](-c2[nH]c(=O)sc2/C=N/NC([S-])=Nc2ccccc2)cc1C	0.9	4.1	95.7	.	-9.8	7.3	7.3	-1.5	-4.1	1.1	1659
Cc1nc2c(ccc3nc(NC(=O)c4ccc5c(c4)OCCO5)sc32)s1	1	2.7	72.2	.	-4.9	-4.0	34.6	4.5	-74.7	1	1507
CC1=C(C)CC(C(=O)NNC(=O)c2csc(C)c2C)C(C(=O)O)C1 (stereo unspecified)	1	1.8	88.8	0.201	13.4	10.9	16.5	-3.5	-4.7	0.9	1744
CCCCC[n+]1cccc2c3ccccc3ccc21	1	-4.7	42.4	-0.0945	21.7	1.3	72.6*	-4.2	30.9	0.8	1447

Looked up above.
PPARg SRC-1 ag with CCOCCCNCC(=O)NC1(C)C2CCC(C2)C1(C)C (stereo unspecified) is entered as -4.6
STAT1 blocker with O=C1CC(Sc2ncccc2C(=O)O)C(=O)N1 (stereo unspecified) is entered as -2.4

The listing continues.
SMILES	TNAP act hiacc	PPARg SRC3 recr	STAT3 activator	ROMK mod	bIAP inh	PPARg SRC-2 ag	STAT3 inh	PPARg SRC-1 ag	STAT1 blocker	bIAP act	SRC2 TRFRET art
COc1ccccc1NC(=O)C/C(C)=N/NC(=O)C12CC3CC(CC(C3)C1)C2	1	-0.9	95.1	-0.0359	-7.2	-2.2	16.3	2.4	-12.6	1.1	1461
c1cc(-c2nnc3n2CCC3)[nH]n1	1.1	1.9	94.8	.	-0.9	4.2	11.8	12.7	-15.6	1	1863
Cc1ccnc(NS(=O)(=O)c2ccc(NC(=O)COc3ccccc3)cc2)n1	1.1	2.8	100.8	0.459	0.8	-3.5	0.4	2.2	-3.4	1	1572
O=[N+]([O-])c1ccc(N/N=C\c2cccnc2)nc1	1	-4.3	93.5	-0.163	14.1	-0.8	14.3	0.5	-17.3	0.9	1513
Cc1ccc(S(=O)(=O)N2CCCCC2)cc1C(=O)c1nccn1C	1	8.8	98.0	.	1.9	-10.7	4.9	5.7	-6.5	1	1663
Cc1ccccc1C(=O)N/N=C1/SCC(=O)N1Cc1ccccc1	1.1	-0.1	99.2	0.0341	4.0	-8.3	4.3	-2.9	3.4	1	1531
Cc1ccc(CNC(=O)Cc2ccc(-n3c(=O)[nH]c4ccsc4c3=O)cc2)cc1	0.9	3.9	109.3	2.08	14.1	5.7	-13.2	11.2	-1.2	0.9	1512
Cc1cccc2sc(NC(=O)CN(C)S(=O)(=O)c3cccs3)nc12	1	8.0	93.7	0.187	18.2	-2.6	7.6	0.6	-7.7	0.8	1434
Nc1cc(=O)[nH]c(N2CCN(c3ccccc3)CC2)n1	1	7.7	95.8	0.485	-24.0	6.0	8.6	-5.6	-5.4	1.2	1507
S=C1NCCNC(=S)NCCOCCOCCN1	1.1	-0.3	104.0	0.108	14.3	-8.5	1.9	-5.2	-6.9	0.9	1502
CN(C)c1ccc(-c2n(C)c3ccccc3[n+]2C)cc1	1	-0.1	39.5	-0.032	35.5	10.3	74.4*	-0.8	18.7	0.6	1603
c1ccc(-c2nccc(-c3ccc(-n4cnc5ccccc54)cc3)n2)nc1	1.1	5.4	105.3	.	6.5	3.8	4.0	4.7	0.1	0.9	1632
COc1ccccc1NC(=S)N(Cc1ccco1)Cc1cc2cc(C)c(C)cc2[nH]c1=O	1	4.3	92.2	2.39	21.8	7.2	16.7	3.5	8.5	0.8	1527
COc1ccc(NC(=O)CC2(CC(=O)O)CCCC2)cn1	1	1.1	106.4	0.536	2.6	1.4	-2.9	2.9	-6.2	1	1420
CC(Sc1n[nH]c(N)n1)C(=O)Nc1cccc(S(=O)(=O)N2CCOCC2)c1 (stereo unspecified)	1	-0.1	104.9	-0.401	1.2	-6.3	1.2	-2.6	0.1	1	1694
O=c1nc(N2CCOCC2)ccn1Cc1ccc(Br)cc1	1	10.5	101.9	0.321	-0.3	1.9	0.5	2.2	-4.3	1	1392
COc1cc(/C=N/NC(=O)C(C)Nc2n[nH]c(=O)[nH]c2=O)cc(OC)c1O (stereo unspecified)	1	1.4	95.5	.	12.8	4.4	4.6	2.8	2.2	0.9	1607
COC(=O)c1ccc(COC(=O)CCc2nc(-c3ccccc3)c(-c3ccccc3)o2)cc1	1.1	2.8	98.0	0.161	8.9	6.8	7.9	-2.1	3.0	0.9	1623
CCOC(=O)COn1c(=O)c(C)[n+]([O-])c2ccccc21	1	1.5	107.7	-0.921	4.6	11.0	-4.4	0.3	-7.0	1	1458
CCCCN1C(=O)/C(=C/C=C2/C=Cc3ccccc3N2CC)SC1=S	0.8	2.8	91.6	-0.274	14.8	8.5	15.3	1.4	-7.1	0.9	1520
COc1ccc(NC(=O)C2CCCN(S(=O)(=O)c3cccc4nonc34)C2)cc1 (stereo unspecified)	1	-6.3	91.2	0.403	11.5	5.8	16.7	-4.5	-1.1	0.9	1445
COc1ccc(N2CCN(C(=O)Cn3c(=O)[nH]c4ccsc4c3=O)CC2)cc1	1	-5.0	108.7	.	2.9	6.3	-3.5	-2.4	-1.3	1	1550
CCn1c(=O)c(=O)[nH]c2cc(C(=O)Nc3ccc(S(=O)(=O)N4CCCC4)cc3)ccc21	1.1	26.2*	94.4	-0.16	0.5	10.5	13.9	12.8	8.2	1	1683
c1cncc(C2Nc3ccccc3-c3nc4ccccc4n32)c1 (stereo unspecified)	1.1	4.7	99.4	0.999	20.5	10.2	0.7	2.9	-12.3	0.8	1722
COC(=O)[C@@H]1C[C@H]1[C@@H](NS(=O)(=O)c1ccccc1)c1ccccc1	1	0.8	99.6	1.03	7.4	1.5	-2.3	11.3	4.5	0.9	1423
CCOC(=O)c1cc(-c2ccc(C)cc2)n(CC(=O)NCc2ccco2)c1C	1.1	5.5	96.7	.	-12.8	-8.5	12.4	0.9	1.6	1.1	1651
Cc1noc(C)c1COc1ccc(C(=O)O)cc1	1	5.1	98.8	0.647	-0.9	-4.8	5.0	4.9	-2.0	1	1576
COc1cccc(-c2cc(C(=O)Nc3c(C)nn(Cc4ccccc4)c3C)no2)c1	1	-4.5	84.2	.	5.8	3.4	21.5	-4.8	4.2	0.9	1356

Whole records, quoted from the list:
Profile of COc1cc(/C=N/NC(=O)C(C)Nc2n[nH]c(=O)[nH]c2=O)cc(OC)c1O (stereo unspecified) = TNAP act hiacc = 1; PPARg SRC3 recr = 1.4; STAT3 activator = 95.5; ROMK mod = .; bIAP inh = 12.8; PPARg SRC-2 ag = 4.4; STAT3 inh = 4.6; PPARg SRC-1 ag = 2.8; STAT1 blocker = 2.2; bIAP act = 0.9; SRC2 TRFRET art = 1607
Profile of O=[N+]([O-])c1ccc(N/N=C\c2cccnc2)nc1 = TNAP act hiacc = 1; PPARg SRC3 recr = -4.3; STAT3 activator = 93.5; ROMK mod = -0.163; bIAP inh = 14.1; PPARg SRC-2 ag = -0.8; STAT3 inh = 14.3; PPARg SRC-1 ag = 0.5; STAT1 blocker = -17.3; bIAP act = 0.9; SRC2 TRFRET art = 1513
